STK33 inh: inhibitors of human STK33 kinase. 0.073% of 320,000 active. AID 2661. inhibition, % at 10 µM. Q9BYT3. purified STK33, MBP phosphorylation, ADP-Glo luminescence;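 active = inhibition at or above 25%, using the most active replicate where run in duplicate; inactive = inhibition below 25%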
Target sequence (Q9BYT3 whole entry, looked up): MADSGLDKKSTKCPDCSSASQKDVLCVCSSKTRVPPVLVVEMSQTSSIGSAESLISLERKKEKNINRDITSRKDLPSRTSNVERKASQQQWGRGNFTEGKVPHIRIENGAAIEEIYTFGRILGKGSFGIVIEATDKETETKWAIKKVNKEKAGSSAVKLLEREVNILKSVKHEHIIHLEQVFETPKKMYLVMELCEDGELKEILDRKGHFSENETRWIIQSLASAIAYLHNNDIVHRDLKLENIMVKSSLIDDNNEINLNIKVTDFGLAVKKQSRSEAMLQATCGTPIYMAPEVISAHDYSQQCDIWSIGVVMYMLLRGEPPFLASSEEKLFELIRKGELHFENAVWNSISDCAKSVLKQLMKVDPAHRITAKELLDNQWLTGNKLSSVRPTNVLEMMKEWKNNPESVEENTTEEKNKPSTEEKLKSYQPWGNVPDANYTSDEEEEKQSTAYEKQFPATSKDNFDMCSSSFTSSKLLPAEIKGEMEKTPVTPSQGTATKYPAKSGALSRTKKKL
CHT PAM: human CHT allosteric activation | AID 488977 | CHT-expressing cells, membrane potential dye, choline EC20; active compounds read high; LV-AA mutant CHT in HEK293 cells | 0.49% of 310,000 active | B-score at 10 µM | Q9GZV3;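 active = initial fluorescence not abnormally high and integrated response B-score, plate-corrected, over 3 SD above library mean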
Target sequence (Q9GZV3 whole entry, looked up): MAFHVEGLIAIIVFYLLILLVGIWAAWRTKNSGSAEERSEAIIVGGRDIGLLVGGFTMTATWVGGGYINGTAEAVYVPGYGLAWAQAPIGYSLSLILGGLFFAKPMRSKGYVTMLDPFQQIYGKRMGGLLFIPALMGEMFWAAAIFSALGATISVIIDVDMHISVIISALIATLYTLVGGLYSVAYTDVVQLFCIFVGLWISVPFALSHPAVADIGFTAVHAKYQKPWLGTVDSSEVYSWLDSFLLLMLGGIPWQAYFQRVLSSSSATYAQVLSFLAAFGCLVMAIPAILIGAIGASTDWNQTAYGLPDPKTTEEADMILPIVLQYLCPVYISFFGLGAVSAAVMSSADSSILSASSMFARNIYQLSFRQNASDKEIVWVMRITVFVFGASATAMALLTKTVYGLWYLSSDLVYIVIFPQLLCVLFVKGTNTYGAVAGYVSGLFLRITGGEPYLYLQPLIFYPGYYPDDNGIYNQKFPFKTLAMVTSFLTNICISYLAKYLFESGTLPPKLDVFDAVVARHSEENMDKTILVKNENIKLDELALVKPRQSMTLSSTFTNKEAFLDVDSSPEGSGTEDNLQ
CHT inh: human CHT choline transport inhibition. Q9GZV3. CHT-expressing cells, membrane potential dye, choline response; active compounds read low. B-score at 10 µM. 0.86% of 310,000 active. AID 488975;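 active = B-score over 3 SD under the library average, and starting fluorescence ratio not unusually high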;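 also: choline stimulus applied at its EC90 after an EC20 pre-addition; B-score computed on integrated fluorescence ratio after choline addition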
The depositor's hits bear a star; i = inactive; / = no result given.

Results follow in this order: STK33 inh | CHT PAM | CHT inh
O=C(Nc1nc(-c2ccc3c(c2)Cc2ccccc2-3)cs1)c1ccccc1
  0.5 | i | i
C/C(N)=C(/C#N)C(=O)CSc1cc(C)c2ccccc2n1
  -0.8 | i | i
Cc1cnc(CN(C)C(=O)c2ccc3oc(Cc4ccccc4)nc3c2)[nH]1
  -1.7 | i | i
CCn1c(C)nc2cc(C(=O)N/N=C/c3ccc(OC)cc3)ccc21
  1.6 | i | i
C=CCC1NS(=O)(=O)OC2CCCC12 (stereo not given)
  -1.0 | i | i
COc1ccc(CCNC(=O)c2noc3c2CCCC3)cc1OC
  0.2 | i | i
CN(C(=O)c1ccccc1C(=O)OCC(=O)NC(=O)NC(C)(C)C)C1CCCCC1
  -0.3 | i | i
N#C/C(C(=O)N1CCOCC1)=C1\Nc2ccccc2S1
  0.9 | i | i
COc1ccc(N(CC(=O)Nc2cccnc2)S(=O)(=O)c2ccccc2)cc1Cl
  6.8 | i | i
CN(NC(=O)CN1C(=O)c2ccccc2C1=O)C1=NS(=O)(=O)c2ccccc21
  -1.6 | i | i
COC(=O)CCC(=O)Nc1ccc(NC(C)=O)cc1
  0.1 | i | i
O=C(NCc1ccco1)C1CCC(CNS(=O)(=O)c2cccc3cccnc23)CC1 (stereo not given)
  -1.5 | i | i
Cc1cccc(NC(=O)Cn2c(=O)oc3ccccc32)n1
  -1.2 | i | i
Cc1cccc(N2CN(Cc3cccnc3)CNC2=S)c1
  -1.1 | i | i
COCCCNc1oc(-c2ccccc2F)nc1C#N
  -0.2 | i | i
CC(=O)N1CCc2cc(C(=O)CN3CCN(C(=O)c4ccco4)CC3)ccc21
  -0.1 | i | i
CC(=O)NC(c1ccc(C)cc1)c1cc(Cl)c2cccnc2c1O (stereo not given)
  -1.7 | i | i
CCCCC1=CC2=C(c3ccco3)C(=O)C(C)(OC(=O)c3ccc(OC)cc3)C(=O)C2=CN1c1ccc(OC)cc1 (stereo not given)
  -1.4 | i | i
COc1ccc(NC(=O)CC(C)CC(=O)NCc2ccc(F)cc2)c(OC)c1 (stereo not given)
  0.4 | i | i
COc1ccccc1/C=N/NC(=S)Nc1cccnc1
  -0.7 | i | i
c1ccc(CSc2nncn2-c2ccccn2)cc1
  -1.7 | i | i
COc1ccc2[nH]c(=O)c(CN(C(C)=O)C3CCCCC3)cc2c1
  -1.0 | i | i
C=CCSC1=C(C#N)C(c2ccccc2OC)CC(=O)N1 (stereo not given)
  -3.1 | i | i
Cc1ccc(CNC(=O)COC(=O)CCCOc2ccc(Cl)cc2Cl)cc1
  -1.0 | i | i
COCCNC(=S)NCCc1ccc(Cl)cc1Cl
  -0.1 | i | i
CCOC(=O)C1CCCN(C(=O)c2sc3nc(-c4ccccc4)cn3c2C)C1 (stereo not given)
  -1.5 | i | i
C/C(=N\NC(=O)c1ccco1)c1cc(Cl)sc1Cl
  0.8 | i | i
CCN(CC)C(=O)c1nn(Cc2ccccc2)c(=O)c2ccccc12
  -0.3 | i | i
COc1ccc(/C=N/n2c(N)c(S(=O)(=O)c3cccs3)c3nc4ccccc4nc32)cc1OC
  -3.0 | i | i
CSc1ccccc1NC(=O)CN(Cc1ccccc1)S(C)(=O)=O
  -2.6 | i | i
CC1(C)CC(=O)C(C(c2cccc([N+](=O)[O-])c2)C2C(=O)CC(C)(C)CC2=O)C(=O)C1
  / | i | i
COc1ccc(NC(=O)CSCC(=O)Nc2nnc(CC(C)C)s2)cc1
  -1.9 | i | i
O=C1CN(C(=O)CSc2nc3ccccc3c(=O)n2CCCN2CCOCC2)c2ccccc2N1
  -0.1 | i | i
N#Cc1ccc(S(=O)(=O)NC2CC2)cc1
  -0.8 | i | i
CC(NC(=O)Cn1cccc1)c1ccccc1 (stereo not given)
  -2.6 | i | i
O=S(=O)(Nc1ccc(O)c2ccccc12)c1ccc(F)cc1
  -0.7 | i | i
O=C(CCCOc1ccc(Br)cc1)NCCc1ccc(OC(F)F)cc1
  -0.8 | i | i
O=C(CCSc1ccccc1)N1CCN(c2ccccc2F)CC1
  -0.4 | i | i
CC1CN(C(=O)C(C)N2CCN(c3ccccc3Cl)CC2)CC(C)O1 (stereo not given)
  -2.1 | i | i
COc1ccc(C(=O)NN2C(=S)N(c3ccc(OC)cc3)C(=O)C2CC(N)=O)cc1 (stereo not given)
  -2.3 | i | i
COc1ccc(-c2oc3cccnc3c2C#CC2(O)CCCCC2)cc1
  1.4 | i | i
CC1C2(C)OC(=N)C(C#N)(C(C)O2)C1(C#N)C#N (stereo not given)
  -0.8 | i | i
NC(=O)CSc1ncc(-c2ccccc2)[nH]1
  -1.4 | i | i
CCCCN(CCCC)S(=O)(=O)c1c(C)[nH]c(=O)[nH]c1=O
  -1.4 | i | i
CC(C)NC1=C(Cl)C(=O)c2ccccc2C1=O
  -0.1 | i | i
O=C1CCc2cc(S(=O)(=O)NC(C(=O)N3CCN(c4ccccn4)CC3)c3ccccc3)ccc2N1 (stereo not given)
  -2.3 | i | i
O=C(c1ccc(Cl)cc1)N1CCN(c2ccc([N+](=O)[O-])c(NCc3cccnc3)c2)CC1
  -1.2 | i | i
NC(=S)N/N=C/c1ccc(/C=N/NC(N)=S)cc1
  1.9 | i | i
Cc1nc(SCc2ccc(O)c([N+](=O)[O-])c2)n[nH]1
  -0.6 | i | i
CCC(=O)N1CCc2cc(S(=O)(=O)N3CCCC3)ccc21
  1.4 | i | i
CC(C)N1CN(c2ccccc2)C(=S)N(c2ccccc2)C1
  -1.4 | i | i
Cc1ccc(NC(=O)CSc2nc3ccccc3nc2N2CCOCC2)cc1
  -1.5 | i | i
Cc1ccc(-c2n[nH]c3c2CCC3)cc1
  0.5 | i | i
CCCNC(=O)C1=C(C)C(=O)OC12CCC(C)CC2 (stereo not given)
  0.1 | i | i
CC1CCCC(C)N1CCCNC(=O)CCn1c(=O)c2cccn2c2cccnc21 (stereo not given)
  1.0 | i | i
COc1ccc(CCNC(=O)c2ccc3nc(N4CCCCC4)sc3c2)cc1OC
  0.2 | i | i
Cc1sc2ncn(CC(=O)Nc3c(F)cccc3F)c(=O)c2c1S(=O)(=O)N1CCC(C)CC1
  -0.9 | i | i
CCCc1cnc(N2CCN(C(=O)c3c(-c4ccccc4)noc3C)CC2)nc1
  -1.9 | i | i
COC(=O)c1ccccc1NC(=O)CSCC(=O)Nc1ccccc1OC
  -0.6 | i | i
O=C(N/N=C/c1ccc(O)cc1)c1ccc(COc2cc(Cl)ccc2Cl)o1
  -1.1 | i | i

Reformatted with each value named: part of the list above
Cc1sc2ncn(CC(=O)Nc3c(F)cccc3F)c(=O)c2c1S(=O)(=O)N1CCC(C)CC1
  STK33 inh: -0.9
  CHT PAM: i
  CHT inh: i
CCCc1cnc(N2CCN(C(=O)c3c(-c4ccccc4)noc3C)CC2)nc1
  STK33 inh: -1.9
  CHT PAM: i
  CHT inh: i
COC(=O)c1ccccc1NC(=O)CSCC(=O)Nc1ccccc1OC
  STK33 inh: -0.6
  CHT PAM: i
  CHT inh: i

(listing goes on)
Results follow in this order: STK33 inh | CHT PAM | CHT inh
CCC1CC(CSC(=N)N)OC1=O (stereo not given)
  -2.3 | i | i
CCOC(=O)Cc1csc(NC(=O)CCN2C(=O)c3cccc([N+](=O)[O-])c3C2=O)n1
  -0.9 | i | i
O=c1[nH]c2ccc(S(=O)(=O)N3CCC(Cc4ccccc4)CC3)cc2o1
  0.6 | i | i
COc1cc(-n2c(C)nc3cc(C(=O)NCC4CCCO4)ccc32)cc(OC)c1OC (stereo not given)
  -0.2 | i | i
O=C(Nc1ccn(Cc2c(F)c(F)cc(F)c2F)n1)c1ccc(COc2ccccc2Cl)cc1
  0.1 | i | i
c1ccc(-c2nn3c(Cn4nnc5ccccc54)nnc3s2)nc1
  -1.0 | i | i
CCc1ccc2oc(C(=O)Nc3nonc3C)c(C)c2c1
  -1.4 | i | i
CN(C)S(=O)(=O)N1CCN(S(=O)(=O)c2ccc(F)cc2)CC1
  -2.0 | i | i
Cc1ccc(NC(=O)c2ccn(C)n2)c(Br)c1
  1.5 | i | i
O=C(N/N=C/c1ccccc1)C1CCCN1C(=O)c1cc([N+](=O)[O-])cc([N+](=O)[O-])c1 (stereo not given)
  -1.0 | i | i
CCOC(=O)C[C@H]1c2ccc(C(F)(F)F)cc2S(=O)(=O)N1c1cccc(OC)c1
  -0.9 | i | i
CC(C)Sc1n[nH]c(=O)n1-c1cccc(C(F)(F)F)c1
  1.2 | i | i
COC(=O)CCSc1cc(NCCOC(C)=O)c([N+](=O)[O-])c2nonc12
  1.4 | i | i
CC(=O)Nc1ccc(-c2nc(C)c(C(C)=O)n2O)cc1
  -0.5 | i | i
COc1ccc(S(=O)(=O)N2CCCc3ccccc32)cc1[N+](=O)[O-]
  -1.0 | i | i
COc1ccccc1NC(=O)COc1ccc(Br)cc1CNC1CCCC1
  -1.5 | i | i
C=CCN1C(=O)C(Cc2ccccc2)S/C1=N/N=C/c1cccs1 (stereo not given)
  -1.5 | i | i
CC(C)=CCC(C)(C)C1OCCN1C(=O)c1ccccc1 (stereo not given)
  -0.8 | i | i
COc1cccc(CN2CC(C(=O)NCc3cccc(N4CCCC4)c3)CCC2=O)c1 (stereo not given)
  -1.2 | i | i
CCC(CC)NC(=O)CO/N=C/c1ccccc1OC(F)F
  -1.0 | i | i
COc1ccc2cc(C)c3nnc(SCC(=O)Nc4cc(OC)c(OC)cc4C(=O)O)n3c2c1
  1.9 | i | i
CCCCN1C(=O)c2ccc(C(=O)NCCN3C(=O)S/C(=C\c4cccnc4)C3=O)cc2C1=O
  -0.7 | i | i
COc1ccc([C@@H]2[C@@H]3C(=O)N(C(C)(C)C)C(=O)[C@@H]3[C@]3(Cc4ccccc4)C(=O)N(c4ccc(C(F)(F)F)cc4)C(=O)N23)cc1
  0.9 | i | i
O=C(CN1CCN(c2ccccc2F)CC1)c1c[nH]c2ccc(F)cc12
  0.3 | i | i
Cc1cccc(OCCn2nnc3ccccc32)c1C
  -1.8 | i | i
COC(=O)c1cc(-c2ccc(C)cc2)n[nH]1
  -0.2 | i | i
O=C(CSc1nnc(-c2ccco2)o1)c1ccc(F)c(F)c1
  -0.6 | i | i
Cc1ccc(S(=O)(=O)N(C)C)cc1NC(=O)CSc1nc2ccccc2c(=O)n1CC1CCCO1 (stereo not given)
  -3.3 | i | i
Cc1ccsc1C(=O)c1sccc1C
  -0.5 | i | i
O=C(NCc1ccncc1)c1ccc(N2CCCC2)c([N+](=O)[O-])c1
  0.7 | i | i
COc1ccc(C2CC(c3cccs3)=NN2c2nc(-c3ccccc3)cs2)cc1OC (stereo not given)
  0.4 | i | i
Cc1ccc(NC(=S)Nc2ccc(F)cc2)cc1C
  -2.2 | i | -8.8*
N#Cc1cc2cc3c(cc2nc1SCC(=O)OC1CCCCC1)OCO3
  -0.2 | i | i
CC(=O)NNc1nc(-c2ccccc2)c2cc(Br)ccc2n1
  0.2 | i | i
CCOC(=O)N/N=C\c1ccc(-c2cccc(C(F)(F)F)c2)o1
  1.5 | i | i
CC(C)CCNC(=O)CN(Cc1ccccc1)C(=O)CCC(=O)Nc1ccccn1
  -1.4 | i | i
CC(OC(=O)CCN=C1NS(=O)(=O)c2ccccc21)C(=O)N(C)c1ccccc1 (stereo not given)
  0.3 | i | i
CN(C(=O)COc1cc(C(F)(F)F)nn1C)c1ccccc1
  / | i | i
CS(=O)(=O)N1N=C(c2ccc3nccnc3c2)CC1c1ccccc1 (stereo not given)
  0.1 | i | i
O=C(CSc1nnnn1-c1ccccc1)N1CCc2ccccc21
  -0.4 | i | i
Cn1nccc1NC(=O)Nc1ccc(Cl)cc1
  -0.9 | i | i
COc1ccc(Cc2nnc(SCC(=O)N3CCc4ccccc4C3)o2)cc1
  2.0 | i | i
CN(C)S(=O)(=O)c1cccc(NC(=O)c2cc3c(cc2Cl)N2CCCCCC2=NS3(=O)=O)c1
  -0.2 | i | i
O=C(Nc1nccs1)c1ccc([N+](=O)[O-])cc1Cl
  -0.2 | i | i
CCOc1ccc(N(C)S(=O)(=O)c2cc(-c3cc(C)no3)ccc2C)cc1
  -1.1 | i | i
CC(C)C1N=C2c3ccccc3N=C(SCC(=O)c3ccc(O)c(O)c3)N2C1=O (stereo not given)
  5.7 | i | i
Cn1c(=O)c2cc(S(=O)(=O)NCCC(=O)Nc3ccc(F)cc3F)ccc2n(C)c1=O
  -1.7 | i | i
O=C(COc1ccc(F)c(Cl)c1)c1ccc[nH]1
  0.0 | i | i
COc1ccc(C2CCCN2C(=S)Nc2cccc(Cl)c2)cc1OC (stereo not given)
  -2.5 | i | i
c1cncc(CNCc2ccco2)c1
  -1.1 | i | i
CC1CC(OC(=O)C(O)c2ccccc2)CC(C)(C)N1C (stereo not given)
  -1.5 | i | i
CCOC(=O)c1ccc(N(CC(=O)NCC2CCCO2)C(=O)CCC(=O)Nc2cc(C)on2)cc1 (stereo not given)
  -0.3 | i | i

Part of the list above, with tabs:
smiles	STK33 inh	CHT PAM	CHT inh
CC(OC(=O)CCN=C1NS(=O)(=O)c2ccccc21)C(=O)N(C)c1ccccc1 (stereo not given)	0.3	i	i
CN(C(=O)COc1cc(C(F)(F)F)nn1C)c1ccccc1	/	i	i
CS(=O)(=O)N1N=C(c2ccc3nccnc3c2)CC1c1ccccc1 (stereo not given)	0.1	i	i
O=C(CSc1nnnn1-c1ccccc1)N1CCc2ccccc21	-0.4	i	i
Cn1nccc1NC(=O)Nc1ccc(Cl)cc1	-0.9	i	i
COc1ccc(Cc2nnc(SCC(=O)N3CCc4ccccc4C3)o2)cc1	2.0	i	i
